# Screening results from PubChem.
# PV pol inh: poliovirus RdRp elongation inhibitors, primary screen, biochemical, fluorescence polarization, total intensity | AID 588519, 2011 | poliovirus polymerase elongation; hits give low values | % elongation, % (compound at 16.7 µg/mL) | 150,000 tested, 0.66% active | Genome polyprotein (Poliovirus type 1 (strain Mahoney)), P03300; in the data active means % elongation below about 90%; further: some results filed as inactive read as strong as hits
# Target sequence (P03300 1749-2209 limits assumed): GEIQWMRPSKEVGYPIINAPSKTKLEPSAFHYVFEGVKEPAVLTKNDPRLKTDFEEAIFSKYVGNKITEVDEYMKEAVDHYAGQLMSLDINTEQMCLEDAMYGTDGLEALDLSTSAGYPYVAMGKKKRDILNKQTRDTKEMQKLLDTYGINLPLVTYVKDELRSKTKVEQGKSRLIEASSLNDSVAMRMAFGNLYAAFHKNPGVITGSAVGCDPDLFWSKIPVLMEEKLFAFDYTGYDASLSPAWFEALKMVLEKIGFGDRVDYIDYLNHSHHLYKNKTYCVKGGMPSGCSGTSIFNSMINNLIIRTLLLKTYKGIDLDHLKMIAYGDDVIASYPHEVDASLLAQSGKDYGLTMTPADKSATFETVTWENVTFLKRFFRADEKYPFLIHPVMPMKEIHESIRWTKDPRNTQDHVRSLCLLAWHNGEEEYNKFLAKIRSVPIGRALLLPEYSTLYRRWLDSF
# PV pol inh FP z-score: recorded beside PV pol inh, whose call it bears; z-score; measured here: FP z-score; hits read low
# Numbers without * were called inactive; & = joins results of further samples. Only part of the results is shown; count on the stated rates, not on these rows.
# The line under a structure holds: PV pol inh	PV pol inh FP z-score
> COc1cc2nc(NCc3ccc(C)cc3)n3nc(-c4ccccc4)nc3c2cc1OC
→ 103	-0.2
> CCCCS(=O)CSc1nc(-c2cccs2)cc(-c2ccccc2)c1C#N (stereo not given)
→ 100	-0.1
> COc1ccc(CN2CCCN(CC(=O)Nc3ccc4c(c3)OCCO4)S2(=O)=O)cc1
→ 111	1.1
> N#CC1(NC(=O)CSc2nnc(-c3c[nH]c4ccccc34)o2)CCCCC1
→ 99	-0.1
> CCOc1cc(C(C#N)N2CCCCC2)ccc1OC (stereo not given)
→ 101	-0.1
> COc1ccc(CNC(=O)C(OC(=O)c2cc3sccc3n2C(C)C)C(C)C)cc1 (stereo not given)
→ 103	0.5
> COC(=O)c1ccc(Cn2cnc3c(cnn3-c3ccc(F)cc3)c2=O)o1
→ 97	-1.9
> COc1ccc(CNC(=O)CN(C)c2nn3c(=O)cc(C)nc3s2)cc1
→ 106	-0.2
> N#Cc1ccc(Cn2c(=O)c(C#N)c3n(c2=O)CCC3)cc1
→ 103	0.1
> COc1cccc(CNC(=O)C(NS(=O)(=O)c2ccc3c(c2)oc(=O)n3C)C(C)C)c1 (stereo not given)
→ 108	0.4
> COc1ccc(OC)c(CNC(=O)c2ccc(N3Cc4ccccc4Oc4ncccc43)s2)c1
→ 114	1.7
> O=c1c2ccccc2[nH]c(=S)n1CCc1ccccc1
→ 101	-0.4
> CC(Sc1nccn1C)C(=O)Nc1ccccc1C#N (stereo not given)
→ 106	0.2
> CCOC(=O)c1ccc(-c2ccc(/C=C3/C(=O)Nc4ccccc43)o2)cc1
→ 95	-1.5
> CCOc1ccccc1OCCCn1c(-c2ccc(Cl)cc2)nc2ccccc2c1=O
→ 100	-1.5
> Cc1cnn2c3c(cnc12)C(=O)c1ccccc1-3
→ 103	0.3
> COc1ccc(Cl)cc1S(=O)(=O)NCc1ccc2c(c1)CCN2C(=O)c1cccc(C)c1
→ 123	3.8
> Cc1ccsc1/C=N/NC(=O)CN1CCSCC1
→ 100	0
> Cc1c(C(=O)NCCN(C)C)sc2nc3n(c(=O)c12)CCC3
→ 103	-0.7
> O=c1ccc(-c2ccc(S(=O)(=O)NCc3ccco3)o2)n[nH]1
→ 100	-1

# (more compounds)
# The line under a structure holds: PV pol inh	PV pol inh FP z-score
> COC(=O)CSc1nnc(-c2ccccc2)n1-c1ccccc1
→ 100	-0.4
> CCC1=Nc2cc(C(=O)NCC(OC)OC)ccc2Sc2ccccc21
→ 102	-0.2
> COc1cccc(NC(=O)C2CCCN(c3ncnc4onc(-c5ccc(F)cc5)c34)C2)c1 (stereo not given)
→ 109	0.2
> CC1(C)CC(=O)C2=C(C1)NC1=C(C(=O)CC(C)(C)C1)C2c1cccc(F)c1
→ 107	0.5
> Cc1ccc(S(=O)(=O)NC(=O)Oc2cccc3cccnc23)cc1
→ 100	-0.4
> COc1ccc(C(=O)Nc2ccccc2C(=O)NCCC(=O)O)cc1
→ 99	-0.1
> COCCNC(=O)Cn1ncc2c(C)n(Cc3ccc(C)cc3)c(C)c2c1=O
→ 105	-0.2
> O=C(Nc1ccccc1C(F)(F)F)N1CCN(c2ccc3nnc(-c4ccc(F)cc4)n3n2)CC1
→ 101	-1
> FC(F)(F)c1ccc(-c2noc(Cc3ccccc3)n2)cc1
→ 100	-1.1
> CCOc1ccc(-c2cn3c(n2)sc2cc(C(=O)N4CCCC(C)C4)ccc23)cc1 (stereo not given)
→ 104	-1.8
> COc1ccccc1CNC(=O)CCC1N=C2c3ccccc3N=C(SCC(=O)NCCc3ccc(OC)c(OC)c3)N2C1=O (stereo not given)
→ 101	-1.2
> Nc1ccc2nc(CCc3ccccc3)[nH]c2c1
→ 103	0.4
> O=C(CSc1ccc2ccccc2c1)Nc1ncccn1
→ 101	-0.1
> N#CC(C#N)=C(NC12CC3CC(CC(C3)C1)C2)C(F)(F)F
→ 114	1
> COc1cc2c(=O)n(Cc3ccccc3Cl)c(=O)n(CC(=O)N3CC(C)CC(C)C3)c2cc1OC (stereo not given)
→ 102	0.1
> O=C(NCC1CCCO1)c1ccc2c(c1)S(=O)(=O)c1ccccc1C2=O (stereo not given)
→ 105	0.4
> Cc1cc(C)cc(C(=O)N2CCN=C2c2ccccc2)c1
→ 106	1
> Cc1nc(NC(=O)CN2CCN(Cc3ccc(F)cc3)CC2)sc1C(=O)N(C)C
→ 103	0.3
> O=C1CC(Sc2ccc3ccccc3c2)C2COC1O2 (stereo not given)
→ 84*	-1.9*
> CCOC(=O)c1sc2nc(N3CCCCC3)c3c(c2c1N)CC(C)(C)OC3
→ 105	0.9

# New compounds follow.
# The line under a structure holds: PV pol inh	PV pol inh FP z-score
> Cc1ccc(Cn2c(/N=C/c3ccc(N(C)C)cc3)nc3ccccc32)cc1
→ 108	2.2
> CCNC(=O)NC1CCN(c2cc(C)nc3ncnn23)CC1
→ 100	-0.8
> CCCN1CCN(CCNC(=O)Nc2cc(OC)cc(OC)c2)CC1
→ 109	0.7
> c1cncc(-c2nc(Nc3ccc4c(c3)OCO4)c3ccccc3n2)c1
→ 98	-0.4
> O=C(O)CCC(=O)Nc1ccc(Br)cc1
→ 99	-0.2
> CCOc1ccc(N=C2CSC(=O)N2)cc1
→ 103	0.5
> Cc1ccccc1CNC(=O)C1CCCN(S(=O)(=O)N(C)C2CCCCC2)C1 (stereo not given)
→ 101	-0.5
> CCOc1ccccc1NC(=O)NC1(C(=O)NCc2ccco2)CCCCC1
→ 100	-0.4
> N#Cc1ccc(C(N2CCSCC2)N2CCSCC2)cc1
→ 106	0.5
> O=C(O)CC(CC(=O)Oc1ccccc1N1CCOCC1)c1ccccc1 (stereo not given)
→ 103	-0.1
> O=c1ccccn1CCOc1ccc(Cl)cc1
→ 105	0.2
> CCN(C(=O)CSc1ncnc2c1sc1ccccc12)c1cccc(C)c1
→ 102	0.3
> CCC(=O)N1CCc2cc(Br)cc(S(=O)(=O)NCc3ccc(Cl)cc3)c21
→ 104	-0.3
> O=C(O)CCC(=O)c1cccnc1
→ 101	0
> CCCCc1nn2c(=O)cc(COC(=O)c3ccc(NC(=O)CCc4ccccc4)cc3)nc2s1
→ 101	-1.4
> O=C(Nc1ccccc1)C1CCN(C(=O)/C=C/c2cn(Cc3ccccc3)nn2)CC1
→ 102	0
> Cc1ccc2c(c1)N(S(=O)(=O)c1cc3[nH]c(=O)c(=O)[nH]c3cc1C)CCO2
→ 98	-0.4
> O=S(=O)(Cc1ccc(Cl)cc1)Nc1nc2ccccc2s1
→ 101	0.1
> C=CCn1c(N)c(C(=O)OCC)c2nc3ccccc3nc21
→ 116	1.2
> COc1ccc(/C=C2/C(=O)N(Cc3ccccc3)N=C2C)cc1
→ 96	-0.4

# The results go on:
# The line under a structure holds: PV pol inh	PV pol inh FP z-score
> CCN1CCC(N(Cc2ccc3c(c2)OCO3)C(=O)Nc2cccc(C)c2C)CC1
→ 116	0.9
> C/C(=C\C(=O)c1cccnc1)Nc1ccccc1O
→ 102	0.1
> CCCCNC(=O)C1Cc2cc(Cl)ccc2O/C1=N\O (stereo not given)
→ 101	0
> CCNC(=O)c1c(C)nc2ccccn12
→ 103	0.5
> CC(=O)c1ccc(NC(=O)Cn2c(=O)oc3cc(S(=O)(=O)N4CCCCC4)ccc32)cc1
→ 106	0.7
> Cc1ccc(-n2ncc(C(=O)NCc3ccco3)c2C2CCN(C(=O)OC(C)(C)C)CC2)c(C)c1
→ 107	0.2
> Cc1ccc(S(=O)(=O)N[C@@H](Cc2ccccc2)C(=O)CCl)cc1
→ 102&100	0.3&0
> CC(C)Cn1nc(C(N)=O)c2ccccc2c1=O
→ 100	-0.5
> COc1ccc(N2CCN(C(=O)Cc3c(C(=O)O)c(C)cn3C)CC2)cc1
→ 105	-0.2
> CCC(=O)Nc1ccc(C2=NNC(=NCCN3CCOCC3)SC2)cc1
→ 113	1.8
> COc1cccc(-c2nc(CS(=O)(=O)CC(=O)Nc3ccc(C)c(Cl)c3)c(C)o2)c1
→ 103	-0.3
> CCOc1ccc(C(=O)N(Cc2ccc(N(C)C)cc2)CC2CCCO2)cc1 (stereo not given)
→ 100	-0.9
> Clc1cnccn1
→ 99	-0.3
> CCOc1ccc(NC(=O)NCCN2C(C)CCCC2C)cc1 (stereo not given)
→ 104	0.7
> O=C(NC(Nc1ncccn1)C(=O)c1ccccc1)c1ccccc1 (stereo not given)
→ 101	0.1
> COc1cccc(OC)c1OC
→ 97	-1.1
> COc1cccc(C(=O)O/N=C(\N)c2ccncc2)c1OC
→ 100	0.1
> CCOC(=O)c1nn(-c2ccccc2)c(=O)c(C#N)c1C
→ 101	-0.6
> CC(CO)(CO)NS(=O)(=O)c1ccccc1
→ 107	0.4
> Cc1cc(N2CCC(C(O)(c3ccccc3)c3ccccc3)CC2)nc(C)n1
→ 103	0.5

# New compounds follow.
# The line under a structure holds: PV pol inh	PV pol inh FP z-score
> O=C(OCC(=O)N1CCCC1=O)c1ccc2c(c1)OCO2
→ 97	-0.1
> O=S(=O)(c1ccccc1)N1CCC(c2nc3ccccc3[nH]2)CC1
→ 100	-0.9
> COc1ccc(NC(=O)C(NC(=O)C2CCCCC2)C(C)C)cc1 (stereo not given)
→ 103	0.4
> CCOc1cccc(CC(=O)N2CCc3c([nH]c4ccccc34)C2c2ccc(SC)cc2)c1OCC (stereo not given)
→ 109	1.3
> COc1ccc(CNC(=O)c2ccc(-c3nc(CSc4ccccc4)c(C)o3)cc2)c(OC)c1
→ 112	0.8
> COc1ccc(NC(=O)c2nc(S(C)(=O)=O)ncc2N(Cc2ccc(C)cc2)Cc2ccco2)cc1Cl
→ 114	1.6
> CCN(CC)CCNC(=O)c1cc(S(C)(=O)=O)ccc1OC
→ 102&100	0.7&0.1
> Cc1ccc2oc(=O)c3cnn(CC(=O)N(Cc4ccco4)C4CCCC(C)C4C)c3c2c1 (stereo not given)
→ 99	-0.1
> CC1CCCCN1C(=O)c1ccc2c(c1)N(Cc1cccc(Cl)c1)C(=O)c1ccccc1S2=O (stereo not given)
→ 110	0.7
> O=C(O)CNC(=S)N(Cc1ccccc1)Cc1cccs1
→ 103	0.4
> CC1CC(C)(C)Cc2c1sc(NC(=O)c1ccco1)c2C#N (stereo not given)
→ 101	-0.3
> NC(=O)CCc1cn(-c2ccccc2)nc1-c1ccccc1
→ 102	0.4
> CN1C(=O)COc2ccc(C(=O)CSc3nnc(-c4ccoc4)c(-c4ccoc4)n3)cc21
→ 96	-2.6
> Cc1ccc(C)c(Cn2c(-c3cccs3)nc3ccccc32)c1
→ 103	-0.7
> C=CCN(C(=O)CSc1cc(=O)n(C)c2ccccc12)c1ccccc1
→ 104	1.1
> Clc1ccc(C2=NNC(=NCCCN3CCOCC3)SC2)c(Cl)c1
→ 102	-0.1
> CCCSc1nnc2n(N)c(=O)c3ccccc3n12
→ 100	0.1
> N#Cc1ccccc1COC(=O)CNC(=O)c1ccccc1
→ 99	-0.4
> Clc1cccc(-c2nc(NCCN3CCOCC3)nc3c2COc2ccccc2-3)c1
→ 101	-0.4
> COc1ccc(C(=O)Nc2cc(-c3ccccc3)nn2-c2ccccc2)cc1
→ 106	-0.5

# Of the compounds above, three contain a CF3 group.
# The line under a structure holds: PV pol inh	PV pol inh FP z-score
> O=C(Nc1ccccc1C(F)(F)F)N1CCN(c2ccc3nnc(-c4ccc(F)cc4)n3n2)CC1
→ 101	-1
> FC(F)(F)c1ccc(-c2noc(Cc3ccccc3)n2)cc1
→ 100	-1.1
> N#CC(C#N)=C(NC12CC3CC(CC(C3)C1)C2)C(F)(F)F
→ 114	1

# Back to the main list; the seven compounds before the break are reprinted first.
# The line under a structure holds: PV pol inh	PV pol inh FP z-score
> Cc1ccc(C)c(Cn2c(-c3cccs3)nc3ccccc32)c1
→ 103	-0.7
> C=CCN(C(=O)CSc1cc(=O)n(C)c2ccccc12)c1ccccc1
→ 104	1.1
> Clc1ccc(C2=NNC(=NCCCN3CCOCC3)SC2)c(Cl)c1
→ 102	-0.1
> CCCSc1nnc2n(N)c(=O)c3ccccc3n12
→ 100	0.1
> N#Cc1ccccc1COC(=O)CNC(=O)c1ccccc1
→ 99	-0.4
> Clc1cccc(-c2nc(NCCN3CCOCC3)nc3c2COc2ccccc2-3)c1
→ 101	-0.4
> COc1ccc(C(=O)Nc2cc(-c3ccccc3)nn2-c2ccccc2)cc1
→ 106	-0.5
> Cc1ccc(-c2cc3ncc4c(n3n2)-c2ccccc2OC4)cc1
→ 105	0.1
> CC1=NOC(=O)/C1=C/c1ccc(N(C)C)cc1
→ 102	0.1
> O=c1c(N2CCOCC2)nnc2sc3ccccc3n12
→ 107	0.5
> CC[C@@]1(O)C(=O)OCc2c1cc1n(c2=O)Cc2cc3ccccc3nc2-1
→ 100&102	0.1&0.6
> COc1ccc(-c2cc(OC(=O)c3ccccc3)cc3sc(=O)oc23)cc1
→ 104	0.3
> CCn1ncc(C2=NOC(C(=O)NCC(C)C)C2)c1C (stereo not given)
→ 104	1
> COc1ccc(CNc2nc3ccccc3c3nc(-c4ccccc4)nn23)cc1
→ 98	-2.1
> CCOC(=O)c1c(C(=O)OCC)c2n(c1-c1ccccc1)Cc1ccccc1-2
→ 100	-0.7
> CC1CC(NC(=O)c2ncn[nH]2)CC(C)(C)C1 (stereo not given)
→ 101	-0.1
> CCCCN(C)Cc1nc2ccccc2n1C
→ 101	0.4
> c1ccc2sc(N3CCN(Cc4nnnn4C4CCCC4)CC3)nc2c1
→ 106	1.4
> O=C(C(=S)N1CCOCC1)c1c[nH]c2ccccc12
→ 101	0.2
> O=c1cc(-c2ccc(F)cc2)nc(SCc2nc(-c3ccccc3Cl)no2)[nH]1
→ 111	1
> CC(C)(C)OC(=O)N1CCC(c2c(C(=O)N3CCN(Cc4ccccc4)CC3)cnn2-c2ccc(Cl)cc2)CC1
→ 98	-1.3
> Cc1ccc(-c2nnc(Nc3ccc(Br)cc3)c3ccccc23)cc1S(=O)(=O)NCc1nc2ccccc2[nH]1
→ 107	0.6
> Cc1ccccc1C(=O)N(Cc1sccc1C)C1CCS(=O)(=O)C1 (stereo not given)
→ 118	0.2
> CC1CN(P2(=O)C=C(c3ccccc3)OC(c3ccccc3)=C2)CC(C)O1 (stereo not given)
→ 103	0.2
> CCCCCn1c(=O)[nH]c2cc(C(=O)NCc3ccc(C)cc3)ccc2c1=O
→ 108	0.7
> CC(C)NC(=O)c1ccc(NC2=NC3CS(=O)(=O)CC3S2)cc1 (stereo not given)
→ 102	0.3
